Bioassay records deposited in PubChem BioAssay by several laboratories.
VIM-2 inh = inhibitors of Pseudomonas aeruginosa VIM-2 metallo-beta-lactamase; purified VIM-2, nitrocefin hydrolysis, epi-absorbance fluorescence; inhibition, % at 5.6 µM; 290,000 compounds, 0.89% hits;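 active means inhibition above the mean of all tested compounds plus 3 SD, cutoff set per screening run, cut at about 7.5% in these data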;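 further: red hydrolysis product quenches plate fluorescence so inhibitors raise well fluorescence; 0% = enzyme with DMSO and 100% = DMSO without enzyme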
IMP-1 inh = blocks Pseudomonas aeruginosa IMP-1 metallo-beta-lactamase | purified IMP-1, nitrocefin hydrolysis, epi-absorbance fluorescence | inhibition, % at 5.6 µM | 290,000 compounds, 0.45% hits;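 active means inhibition above the mean plus 3 SD of all compounds in the same screening run, cut at about 4.5% in these data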;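 further: 0% = IMP-1 with DMSO and 100% = DMSO wells lacking enzyme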
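System – purified recombinant IMP-1 beta-lactamase · Input – IMP-1 dispensed at 0.2 nM · Timing – 15 min preincubation plus 25 min reaction at 25 °C · Signal – Epi-absorbance fluorescence, 480 nm excitation, 530 nm emission · Measure – percent IMP-1 inhibition derived from blank-referenced optical density · Controls – Enzyme-plus-DMSO low control, enzyme-free DMSO high control · Replication – singlicate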
IDE cell activ = boosts human insulin-degrading enzyme activity in HEK cells; P14735; FAbeta-B cleavage, fluorescence polarization; 0% vehicle, 100% cell-free pure enzyme wells; activation, % at 5.96 µM; 340,000 compounds, 0.073% hits; AID 493087;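 active means activation above the mean of all tested compounds plus 3 SD, set per screening campaign, cut at about 17% in these data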
SUMO HTRF inh = SUMOylation inhibition | P63279 | inhibition, % at 35 µM | HTRF SUMOylation assay, SAE1/SAE2 + UBC9, in vitro | AID 2006 | 290,000 compounds, 0.36% hits; in the data active means inhibition above about 50%, passing the limit was not always enough; further: strong numbers were not always called active
Target sequence (P63279 whole entry, looked up): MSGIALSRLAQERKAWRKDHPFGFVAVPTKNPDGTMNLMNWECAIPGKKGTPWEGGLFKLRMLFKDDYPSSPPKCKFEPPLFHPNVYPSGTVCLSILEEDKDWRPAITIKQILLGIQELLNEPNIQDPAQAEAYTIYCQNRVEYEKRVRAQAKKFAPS
IDE inh = inhibits human insulin-degrading enzyme in HEK cells | FAbetaB cleavage, fluorescence polarization | P14735 | inhibition, % at 5.59 µM | 320,000 compounds, 0.41% hits;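 active means percent inhibition above the average of all tested compounds plus 3 SD, set per screening campaign, cut at about 16% in these data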;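 further: IDE supplied by intact live HEK cells; FP after avidin binding of uncleaved biotin substrate so inhibition keeps polarization high; 0% = DMSO wells and 100% = 60 µM reference IDE inhibitor Ii1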
NS3 helicase inh = blocks Hepatitis C virus NS3 helicase unwinding; inhibition, % at 10.9 µM; 290,000 compounds, 0.56% hits; NS3 helicase DNA unwinding, Cy5 molecular beacon fluorescence;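 active means inhibition above the mean of all tested compounds plus 3 SD, set per campaign, cut at about 35% in these data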;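 further: 0% = DMSO wells and 100% = thioflavine S control wells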
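test system = hepatitis C virus NS3 helicase domain fragment enzyme | reagent = annealed dual-labelled DNA beacon duplex, ATP-started | times = 1 h at 25 °C | detection = Cy5 fluorescence, 0 and 60 min reads | read-out basis = percent inhibition from t60/t0 fluorescence ratio | control set = DMSO and thioflavine S | replication = one well per compound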
M18AAP inhibitor = PfM18AAP enzyme inhibition; recombinant PfM18AAP, H-Glu-NHMec fluorogenic cleavage; inhibition, % at 7.35 µM; 290,000 compounds, 1.2% hits; AID 1822;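 active means inhibition above the campaign mean inhibition over all tested compounds plus 3 SD, cut at about 28% in these data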;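 further: 0% = plate median of test compound wells and 100% = 2 mM ZnCl2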
pCIP destab = lowers stability of the mouse p/CIP coactivator protein. Q05BA5. F442A p/CIP-EGFP cells, EGFP fluorescence, 16 h. decrease of EGFP signal, % at 10 µM. 290,000 compounds, 0.01% hits. AID 1984;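 active means EGFP signal decrease of at least 30% at 10 µM or well 3 SD below plate mean, unless failing retest; inactive means the rest, including hits failing retest or dose response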; further: some compounds called inactive have numbers as strong as hits; many of its hits are not listed in these tables
FID counter = displaces DNA intercalator in HCV helicase counter-screen. inhibition, % at 7.9 µM. DNA fluorescent intercalator displacement, fluorescence. 290,000 compounds, 0.17% hits; in the data active means inhibition above about 37%;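 further: 0% = vehicle and 100% = reference compound; higher means more ethidium bromide displaced from hairpin DNA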
Active calls of the source: *; / = not tested or not shown.

SMILES	VIM-2 inh	IMP-1 inh	IDE cell activ	SUMO HTRF inh	IDE inh	NS3 helicase inh	M18AAP inhibitor	pCIP destab	FID counter
CCOc1nc(NCCc2ccc(OC)c(OC)c2)nc(N2CCN(c3ccc(OC)cc3)CC2)n1	-4.0	-4.4	-2	10	-3	-5	-7	-24	0
CCN(c1ccccc1)S(=O)(=O)c1ccc(NC(=S)NC(=O)c2cccs2)cc1	-7.1	-1.1	1	15	1	-1	1	-10	-4
Cc1ccc(NC(=O)Nc2cccnc2)cc1Cl	-3.7	-2.4	3	42	/	-8	3	-1	3
COc1ccc(NC(=O)c2ccc(S(=O)(=O)C(F)F)cc2)c(OC)c1	1.0	-0.8	5	-6	-9	-6	-3	7	-3
c1cc(CNc2ccc3c(c2)OCCO3)ccn1	0.3	-5.1	2	3	-2	1	9	-3	3
CC(=O)C(Cc1ccccc1)(Cc1ccccc1)C(C)=O	0.6	-1.3	5	5	2	-5	2	-10	-17
CN(C)/C=N/NC(=O)c1ccccc1Cl	-3.1	-2.4	4	17	-1	-3	-1	-1	-3
C=CCNC(=O)c1cc(-c2ccccc2O)on1	-5.0	-2.8	-1	-5	1	-2	4	-18	1
Cc1cccc(N(CC(N)=O)S(C)(=O)=O)c1C	-5.1	-2.1	-3	5	-2	2	-3	4	-2
CCOc1ccc(C(=O)NCc2ccco2)cc1Cl	-2.2	-3.3	-2	-1	1	3	7	-15	-8
Cc1ccc(N(CC(=O)NCc2ccco2)C(=O)CNS(=O)(=O)c2ccccc2)c(C)c1	-2.5	-2.7	2	-3	-1	7	-4	1	-35
Cc1ccnc(SCCn2c(N3CCN(Cc4ccccc4)CC3)nc3c2c(=O)[nH]c(=O)n3C)n1	-3.1	-2.6	0	0	5	4	2	-3	-26
CCCc1nnc(NC(=O)CCCC(=O)O)s1	-2.1	-3.0	4	9	-3	10	-16	4	0
O=C(O)C(O)Cc1c[nH]c2ccccc12 (stereo not given)	-1.7	-4.3	6	6	-2	-1	-3	33	0
COc1ccc(-c2cc(=O)oc3cc(OC(C)C(=O)O)ccc23)cc1 (stereo not given)	1.8	-1.7	6	29	1	-2	-10	24	-35
O=C(c1ccco1)N1CCN(c2cc(C(F)(F)F)nc3ncnn23)CC1	3.0	-1.9	-1	22	1	9	3	0	-5
COc1ccccc1CNC(=O)CCNC(=O)C1CCN(S(=O)(=O)c2ccccc2)CC1	-2.5	-3.6	4	3	2	-2	2	-6	-39
COC(=O)/C=C1\N/C(=N\c2nc(C)cc(C)n2)N(c2ccc(C)cc2)C1=O	-2.5	-3.2	4	-8	1	7	1	3	-4
CC1(C)Cc2[nH]c3ccccc3c2C(C)(C)N1	-0.9	-1.9	0	18	3	-15	-5	1	-1
CCN(CC)c1ccc(C(=O)OCC(=O)NCC2CCCO2)cc1 (stereo not given)	-2.5	-5.8	12	20	13	2	4	0	-19
CCOc1ccc(C(Nc2ccc(C)cc2)P2(=O)OCCCO2)cc1 (stereo not given)	-3.3	-2.2	6	4	4	-4	0	10	-23
O=C(N1CCCC1)C(F)(F)Oc1ccc(F)cc1	-3.6	-2.9	-3	-2	8	-5	2	-12	-2
CCOC(=O)c1c(C)[nH]c(C(=O)COC(=O)C2=NNC(=O)CC2)c1C	-2.2	-1.1	2	8	4	-6	-6	-6	-16
O=C(NC1C(=O)NNC1c1ccccc1)c1ccc(F)cc1 (stereo not given)	-3.6	-3.3	1	21	1	2	9	-7	4
Cc1ccc(-n2c(=O)cc(N3CCN(Cc4ccccc4)CC3)[nH]c2=O)cc1	-3.4	-3.5	-7	12	4	8	7	-12	-16
O=C(Nc1cccc(S(=O)(=O)c2cccc(NC(=O)C3CC3)c2)c1)C1CC1	-2.8	2.5	6	-19	-10	-11	0	-6	-9
Cc1oc2c(O)c(O)ccc2c(=O)c1-c1ccccc1	/	/	8	-20	-7	/	/	1	/
Cc1cc(C)nc(NC(=O)c2ccc(Cl)c([N+](=O)[O-])c2)n1	-1.1	-1.6	4	17	8	1	-5	-1	0
Cc1ccc(OCC(=O)NNC(=S)NC(=O)c2ccc(Br)o2)c(C)c1	-4.2	-1.9	2	-26	/	19	7	0	-12
COc1nc(OCC#N)nc(N2CCCCC2)n1	-0.4	-2.9	9	5	0	-12	-3	10	0
COc1ccc2c(c1OC)c(=O)n1c3ccc(OC(C)C(=O)NCCCN4CCOCC4)cc3c3ccnc2c31 (stereo not given)	11*	-1.5	-2	26	0	4	27	-15	17
Cc1ccc(-c2nn3c(C)nnc3s2)cc1NC(=O)c1ccco1	0.7	-1.2	2	10	0	-12	1	-7	-11
CCOC(=O)c1ccc(Nc2c(OCC)c(=O)c2=O)cc1	-1.7	-2.6	3	4	-3	-8	3	-13	0
O=C(Oc1ccc(C(=S)N2CCOCC2)cc1)c1ccccc1F	-0.9	-2.2	0	16	3	3	29*	-5	-26
O=C(CSc1ncccn1)NNC(=O)c1ccccc1	-2.5	-0.4	5	-9	-2	-5	-3	-12	-3
CCn1cc(C(=O)N2CCN(c3ccccc3F)CC2)c(=O)c2ccc(C)nc21	-1.0	-1.9	0	1	7	-6	0	-15	-32
Cc1cc(C)c(NC(=O)c2c[nH]c(=S)n2-c2ccc(F)cc2)c(C)c1	-2.6	-1.2	-3	-14	1	3	5	1	-8
Cc1ccc(-n2c(Cc3ccccc3)n[nH]c2=S)cc1	-3.1	-2.6	-24	-7	0	1	11	-5	-11
CC(C)(C)N=C1NN=C(c2cc3ccccc3o2)CS1	-2.0	-4.3	-1	1	4	-3	5	-11	-2
Cc1ccc(NC(=S)NC(=O)C2CCCC2)cc1C	-2.9	-0.7	6	11	-2	0	-7	-2	-28
Nc1cccc2c1C(=O)N(C(=O)c1ccc(S(=O)(=O)N3CCCCCC3)cc1)C2=O	-3.9	4.1	5	17	-4	0	0	1	-8
CCc1n[nH]c(=O)n1Cn1c(CC)n[nH]c1=O	-3.7	-2.1	0	-7	1	-2	0	12	-1
Cc1ccc(NC(=O)C2CCN(C(=O)c3ccccc3C)CC2)cc1	-1.0	-2.1	4	0	0	2	-11	-1	-16
C=CCOn1c(=O)c(-c2ccccc2)[n+]([O-])c2ccccc21	-2.0	-1.9	2	16	0	-14	3	-12	-12
COc1ccc(CNS(=O)(=O)c2ccc(-n3cnnn3)c(C)c2)cc1	-3.0	-3.8	0	10	-1	8	-1	6	-6
CCOC(=O)C1CCN(C(=S)NC2CC3C=CC2C3)CC1 (stereo not given)	0.2	-0.4	/	20	5	8	-9	2	-11
CSc1nc2ccc(N3C(=O)C4CCCCC4C3=O)cc2s1 (stereo not given)	-1.1	-0.9	7	8	4	-2	-7	-9	-11
COc1ccccc1/C=C\C=N\NC(=O)CCn1nnc2ccccc21	-2.2	-0.7	7	5	-5	1	-6	-17	-15
O=C(NCc1ccco1)c1cnc2ccccn2c1=O	-1.9	-3.6	4	5	3	6	8	0	6
Cn1c(CN2CCCC2)nc2cc(NC(=O)Nc3ccccc3)ccc21	-2.3	-2.8	6	-2	-3	-2	-6	-2	-2
Cc1cccc2nc(Cn3c(=O)n(CCC(=O)NCc4ccco4)c(=O)c4sccc43)cc(=O)n12	-2.2	-1.7	-6	13	7	-1	4	-6	-1
Cc1ccc(S(=O)(=O)/N=C(\CN2CCOCC2)N2CCOCC2)cc1	0.0	-1.1	-6	14	-3	-2	-3	-16	-6
CCc1cccc2c(C=C(C#N)C#N)cn(CC(=O)N3CCCCCC3)c12	-5.6	-2.5	5	12	0	7	4	2	-5
COc1cccc(-c2c(NC(=O)c3ccco3)oc3ccc(Cl)cc3c2=O)c1	0.2	-3.7	0	13	-1	1	8	-1	-25
O=C(c1ccco1)N1CCN(Cc2nnc(-c3ccccc3F)o2)CC1	-1.3	-2.1	7	-7	0	1	-3	-5	0
COc1ccc(Cl)cc1NC(=O)CNCc1cccs1	-1.0	0.0	-1	13	-3	-8	8	-2	0
Brc1ccccc1OCCCCCN1CCCC1	-1.7	-4.0	/	8	3	-7	-6	-10	2
COc1ccc(N2CCN(c3ccc(NC(=O)NN)cc3)CC2)cc1	0.3	-1.5	-6	0	6	-6	-2	0	-22
Cc1nn(Cc2ccc([N+](=O)[O-])cc2)c(=O)n1-c1ccc(F)cc1	-2.2	-2.3	-2	-15	2	-8	1	5	-1
O=C(NCc1ccc2c(c1)OCO2)c1cccc(S(=O)(=O)N2CCOCC2)c1	0.5	-1.2	5	-9	2	-1	-3	3	-6

3 compounds out of the list, sorted by SMILES length, largest number first.
SMILES	VIM-2 inh	IMP-1 inh	IDE cell activ	SUMO HTRF inh	IDE inh	NS3 helicase inh	M18AAP inhibitor	pCIP destab	FID counter
Cc1cccc2nc(Cn3c(=O)n(CCC(=O)NCc4ccco4)c(=O)c4sccc43)cc(=O)n12	-2.2	-1.7	-6	13	7	-1	4	-6	-1
O=C(NCc1ccc2c(c1)OCO2)c1cccc(S(=O)(=O)N2CCOCC2)c1	0.5	-1.2	5	-9	2	-1	-3	3	-6
CSc1nc2ccc(N3C(=O)C4CCCCC4C3=O)cc2s1 (stereo not given)	-1.1	-0.9	7	8	4	-2	-7	-9	-11

Next part.
SMILES	VIM-2 inh	IMP-1 inh	IDE cell activ	SUMO HTRF inh	IDE inh	NS3 helicase inh	M18AAP inhibitor	pCIP destab	FID counter
CC1(C)C([N+](=O)[O-])C(c2ccc(F)cc2)NC(c2ccc(F)cc2)C1[N+](=O)[O-] (stereo not given)	-1.0	-1.8	-1	-19	-3	4	3	-12	2
Cc1cccc(CSc2nnc(CCNC(=O)OC(C)(C)C)o2)c1	-3.3	-2.5	/	2	10	-6	7	3	-37
CCOC(=O)c1c[nH]c2c(C(=O)c3ccccc3)cc(Cl)cc2c1=O	7.7*	-3.3	-1	10	/	0	13	-2	-26
COc1ccccc1NC(=O)C(=O)N/N=C/c1cccs1	-0.1	-1.0	9	-1	0	-2	-4	0	-6
CC(C)CCNC(=O)CSc1nnc(-c2ccc(S(=O)(=O)N3CCCC3)cc2)n1C	-2.1	-2.8	-2	14	4	2	5	-6	-19
COc1ccc(/C=C2\Oc3cc(OCC(=O)N4CCC[C@H]4CO)ccc3C2=O)c(OC)c1	-1.2	-2.0	-5	2	4	-16	6	1	-41
CC(=O)c1c(C)[nH]c(C(=O)NCc2ccco2)c1C	-0.1	1.5	0	10	1	3	-4	-1	7
CCCc1nc2ccc(NC(=O)NCCC(=O)OCC)cc2c(=O)n1Cc1cccc(Cl)c1	-4.9	-4.5	3	1	9	1	5	3	-9
COC(=O)c1ccc(N2CCN(C)CC2)c(NC(=O)COc2ccc(OC)cc2)c1	0.9	-1.2	3	-10	-5	0	-11	-7	19
O=C1CC(=O)CC(c2ccccc2Cl)C1	-1.0	-3.0	2	10	8	29	-1	8	-9
COc1cccc(CNS(=O)(=O)c2ccc3c(c2)NC(=O)CS3)c1	-4.2	-5.2	4	-2	-1	5	9	-2	-19
CC(=O)Cc1nsc(NC(=O)c2cccc(F)c2)n1	-4.2	-3.5	2	-9	0	-7	8	6	-21
COC(=O)c1ccc(N2CCN(C)CC2)c(NC(=O)c2sc3ccccc3c2Cl)c1	6.7	0.6	-3	/	7	-65	-7	/	4
